Bioassay records deposited in PubChem by National Center for Advancing Translational Sciences (NCATS).
Menin-MLL TR inh: displaces Texas Red mutant MLL peptide from human menin | Potency, µM (series often up to 61.6 µM), without a hit: at the highest dose FP activity change, negative = inhibition, actives largely listed as inhibitors | AID 1768 | actives 0.23% (n = 270,000) | Menin + Texas Red MLL mutant peptide, fluorescence polarization; active means well fitted inhibition curve with a large enough effect in the polarisation, with a control signal flat, not every such curve was filed as active; inconclusive means small, poorly fitted or top-dose-only effect, or effect the other way, or a change in a side signal; inactive means no such curve, though single readings can be large or run the other way; the % refers to the polarisation; further: potency means the concentration at half of the fitted maximal effect; % of control where 0% means no effect; many of its hits are not listed in these tables
BRCA1 expr act: increases BRCA1 expression | MCF7-BRCA1-FFLuc reporter, luminescence, 48 h; response scale: scaled: vehicle 0%, 10 µM genistein 100% | Potency, µM (titrated, usually from 46.1 µM), for inactives: at the highest dose activation, most hits filed as activators | actives 1.1% (n = 380,000) | AID 624202; further: potency means the concentration at half of the fitted maximal effect; nearly all actives have a fitted effect of over 80% in size; some results filed as inactive show a strong effect at the top dose
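Using MCF7 cells harboring a BRCA1 firefly luciferase reporter, plated 2 h before compound pinning, the screen measured luminescence after 48 h incubation. Responses were normalized to DMSO and 10 microM genistein, then fitted for concentration-effect.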
PKM2 activator: increases activity of human pyruvate kinase M2. P14618. AID 1631. purified PKM2, Kinase-Glo ATP luminescence, activation; response scale: 0% is enzyme alone, no compound. actives 0.34% (n = 260,000). Potency, µM (highest dose often 57.5 µM), inactives show at the highest dose activation, most hits filed as activators; further: potency means the concentration at half of the fitted maximal effect; on the % scale 0 is the no-effect control and ±100 the full control effect; nearly all actives have a fitted effect of over 55% in size
Target sequence (P14618 whole entry, looked up): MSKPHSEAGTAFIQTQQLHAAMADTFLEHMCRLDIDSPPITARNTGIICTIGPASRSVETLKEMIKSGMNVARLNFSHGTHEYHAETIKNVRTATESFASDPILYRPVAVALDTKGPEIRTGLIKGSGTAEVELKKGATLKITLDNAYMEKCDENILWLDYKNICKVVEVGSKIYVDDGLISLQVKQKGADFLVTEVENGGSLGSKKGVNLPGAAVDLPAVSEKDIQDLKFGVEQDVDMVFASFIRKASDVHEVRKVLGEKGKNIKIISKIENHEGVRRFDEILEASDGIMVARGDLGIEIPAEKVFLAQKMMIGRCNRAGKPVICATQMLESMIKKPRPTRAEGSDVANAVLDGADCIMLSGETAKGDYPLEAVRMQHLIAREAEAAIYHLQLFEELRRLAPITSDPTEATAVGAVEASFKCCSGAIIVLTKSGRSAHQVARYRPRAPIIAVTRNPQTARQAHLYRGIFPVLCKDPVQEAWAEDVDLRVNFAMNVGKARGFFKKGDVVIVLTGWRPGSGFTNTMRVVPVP
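Purified hPK-M2 (>95%) run at intermediate activity with 0.1 mM ADP and 0.5 mM PEP in 50 mM imidazole pH 7.2, KCl, MgCl2; 1 h room temperature. ATP formed read by Kinase-Glo luminescence; normalized to uninhibited and no-enzyme controls.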
Giardia kill: Giardia lamblia killing | Giardia lamblia trophozoite viability | activity change, % at 7.66 µM, hits read low | actives 0.15% (n = 340,000) | AID 540267; in the data active means activity change below about -80%; inconclusive means between about -30% and that limit;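 further: parasites exposed to compound for two days anaerobically before the ATP read; on the % scale 0 is the no-effect control and ±100 the full control effect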
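Each well holds 100 Giardia trophozoites and compound. After two days (48 hrs) at 37 deg C in anaerobic conditions, ATP is quantified by luminescence.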
VP16 counter: inhibits Gal4-VP16 luciferase reporter, ROR gamma counter-screen; Potency, µM (top dose mostly 53.6 µM), for inactives: at the highest dose activity, negative = inhibition, most hits filed as inhibitors; Drosophila S2 Gal4-VP16 UAS-luciferase, luminescence, 20 h; actives 3.5% (n = 310,000); AID 2546;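 further: Gal4-VP16 expression switched on by copper sulfate through the metallothionein promoter; potency means the concentration at half of the fitted maximal effect; on the % scale 0 is the no-effect control and ±100 the full control effect; nearly all actives have a fitted effect of over 50% in size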
NPC1 promoter act: NPC1 promoter activation; Huh7 NPC1 promoter luciferase reporter, 24 h; Potency, µM (titrated, usually from 9.22 µM), without a hit: at the top dose activation, hits mostly activators; actives 2.4% (n = 320,000);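 further: potency means the concentration at half of the fitted maximal effect; % of control where 0% means no effect; nearly all actives have a fitted effect of over 60% in size; reporter is driven by a mutant NPC1 promoter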
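Cells: Huh7 expressing luciferase under the NPC1 promoter, 1500/well. Seeded 2 h, compound added, incubated 24 h at 37 °C. Luciferase reagent, 10 min ambient, then luminescence.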
Rab9 prom act: Rab9 promoter activation; Potency, µM (titrated, usually from 9.22 µM), for inactives: top-dose activation, negative = inhibition, usual class: activators; actives 2.8% (n = 320,000); AID 485297; Huh7 Rab9 promoter-luciferase reporter, luminescence, 24 h; further: potency means the concentration at half of the fitted maximal effect; % of control where 0% means no effect; nearly all actives have a fitted effect of over 60% in size
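Luminescence from Amplite-detected luciferase (10 minutes, ambient) reports Rab9 promoter activation. Before that, stable Rab9-luciferase Huh7 cells (1500/well, reduced-serum OP-MEM I plus 10% FBS) were exposed to compound for 24 hours at 37C.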
RORg inh: ROR gamma (mouse) transcription inhibition | Drosophila S2 Gal4-RORgamma UAS-luciferase reporter, 20 h | Potency, µM (doses to about 53.6 µM), inactives show top-dose activity change, negative = inhibition, usual class: inhibitors | P51450 | actives 5.4% (n = 310,000); further: potency means the concentration at half of the fitted maximal effect; on the % scale 0 is the no-effect control and ±100 the full control effect; nearly all actives have a fitted effect of over 60% in size
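A Gal4/UAS one-hybrid system in insect cells: metallothionein-promoter Gal4–ROR gamma fusion plus Photinus luciferase reporter. Copper sulfate 700 uM final, 20 hr ambient incubation, luminescent detection after 10 min with reagent.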
p53 reactivation: restores transcriptional activity of mutant p53 | H1299 p53-A138V BP100-luciferase reporter, luminescence, 24 h | Potency, µM (highest dose often 92.2 µM), without a hit: top-dose activity change, positive = activation, usual class: activators | actives 0.063% (n = 320,000); further: potency means the concentration at half of the fitted maximal effect; % of control where 0% means no effect; nearly all actives have a fitted effect of over 45% in size
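p53-null H1299 cells stably carrying temperature-sensitive p53-A138V and a BP100-luciferase reporter were pinned with compounds (4-point, 1:5 series) and held 24 hrs at 37 deg C. Luminescence was read 10 min after detection reagent.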
FLuc modulator: inhibits or activates purified firefly luciferase, miR-21 counter-screen; purified FLuc, Km substrates, luminescence inhibition; Potency, µM (doses to about 57.5 µM), for inactives: at the top dose activity change, negative = inhibition, most hits filed as inhibitors; actives 6.9% (n = 360,000);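 further: potency means the concentration at half of the fitted maximal effect; plate controls were vehicle for no effect and reference inhibitor for full effect; nearly all actives have a fitted effect of over 55% in size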
Target sequence (P08659 whole entry, looked up): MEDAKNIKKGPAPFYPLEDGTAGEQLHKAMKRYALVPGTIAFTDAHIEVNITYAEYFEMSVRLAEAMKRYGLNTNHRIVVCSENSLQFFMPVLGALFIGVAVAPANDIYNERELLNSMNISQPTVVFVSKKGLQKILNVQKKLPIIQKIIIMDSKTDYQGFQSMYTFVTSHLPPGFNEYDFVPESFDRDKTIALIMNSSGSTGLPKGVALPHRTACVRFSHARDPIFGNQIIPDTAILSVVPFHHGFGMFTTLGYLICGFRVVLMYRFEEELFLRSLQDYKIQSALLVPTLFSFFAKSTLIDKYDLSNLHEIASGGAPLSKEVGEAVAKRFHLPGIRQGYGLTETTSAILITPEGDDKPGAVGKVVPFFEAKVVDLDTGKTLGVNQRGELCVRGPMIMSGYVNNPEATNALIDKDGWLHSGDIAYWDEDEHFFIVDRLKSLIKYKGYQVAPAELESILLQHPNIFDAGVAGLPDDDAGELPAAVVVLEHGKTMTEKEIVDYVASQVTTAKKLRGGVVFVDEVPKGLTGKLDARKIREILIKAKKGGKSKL
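Biochemical qHTS of compounds, final roughly 60 µM downward over six points, against 10 nM purified firefly luciferase using Km concentrations of substrates (10 uM D-luciferin, 10 uM ATP) in Tris acetate pH 7.5 buffer; luminescence output.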
ELG1 genotoxic: induces genotoxicity in HEK293T cells with luciferase-tagged ELG1; HEK293T ELG1-luciferase reporter, luminescence, 16 h; Potency, µM (series often up to 46 µM), for inactives: at the top dose activity change, positive = activation, usual class: activators; actives 1.3% (n = 330,000); AID 504466; further: potency means the concentration at half of the fitted maximal effect; % of control where 0% means no effect; nearly all actives have a fitted effect of over 60% in size
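Genotoxicity was scored as increased ELG1-luciferase reporter signal, measured by ONE-Glo luminescence (30 min, room temperature). Compound or vehicle exposure of the HEK293T reporter cells lasted 16 hr at 37°C.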
* hit, by the source's call; ? = inconclusive; . = not tested or not shown; [ ] = another dose, or the depositor's remark. Unless noted, the call rests on the fitted dose curve; in most records, active means well fitted curve in the direction sought with a large enough effect; inconclusive means small, poorly fitted or top-dose-only effect, or another doubt; inactive means no such curve, though single readings can be large; an effect the other way counts as inactive or inconclusive. Only part of the results is shown; rates above refer to the full screens.

SMILES | p53 reactivation | BRCA1 expr act | FLuc modulator | Giardia kill | NPC1 promoter act | Rab9 prom act | PKM2 activator | VP16 counter | RORg inh | ELG1 genotoxic | Menin-MLL TR inh
COCC1CCN(C(=O)c2cc(COc3ccc(-n4cncn4)cc3)on2)CC1 | 3% | -4% | 1% | 8 | -1% | 2% | -1% | -10% | 22% | -1% | ?
Cc1cccc([C@@H]2[C@@H]3C(=O)N(Cc4ccccc4)C(=O)[C@@H]3[C@]3(Cc4ccccc4)C(=O)N(c4ccc(C(F)(F)F)cc4)C(=O)N23)c1 | 10% | -22% | 5% | 9 | -2% | -4% | . | . | . | -1% | .
CCOC(=O)C1CCN(c2c(Nc3cc(C)cc(C)c3)c(=O)c2=O)CC1 | 1% | -29% | -1% | 7 | -9% | -7% | 0% | -13% | -11% | -1% | .
CCOc1cc(/C=N/NC(=O)c2nnn(-c3nonc3N)c2C)ccc1OCc1ccc(F)cc1 | -1% | -21% | 1% | -6 | -5% | -3% | . | -4% | 1% | 12% | .
CCN(CC)S(=O)(=O)c1ccc(NC(=O)c2nc3nc(C)cc(C)n3n2)cc1 | -3% | . | -1% | . | 1% | -2% | -7% | -9% | -1% | -4% | .
S=C1NCCOCCNC(=S)NCCOCCOCCN1 | 11% | 14% | 1% | -5 | 5% | -15% | 7% | -7% | -1% | -2% | -5%
O=[N+]([O-])c1ccc(CNC2CCCc3ccccc32)cc1 (configuration not stated) | -3% | 18% | -2% | 27 | -4% | -1% | -6% | -5% | 14% | -4% | -7%
CCC(C)N1CCN(S(=O)(=O)Cc2ccccc2)CC1 (configuration not stated) | -1% | 22% | -1% | -6 | -3% | 5% | -5% | 5% | -20% | 0% | 0%
O=C(COC(=O)c1ccccc1F)NC(=O)NC1CCCC1 | 2% | 10% | -16% | -17 | 0% | -7% | . | . | . | 3% | .
CCN(CC)/C(Sc1ccccc1)=C(/C(Cl)=C(Cl)Cl)[N+](=O)[O-] | -1% | -4% | 0% | 9 | -1% | -5% | -2% | 4% | -8% | 0% | -13%
Cc1ccc(C(=O)OCC(=O)Nc2ccccc2)cc1S(=O)(=O)N1CCCCC1 | -3% | 6% | 0% | 6 | -1% | -5% | . | . | . | -1% | .
O=C(COC(=O)CNS(=O)(=O)c1ccc(Br)cc1Cl)NC1CC1 | 3% | 3% | 1% | -18 | 0% | -4% | . | . | . | 0% | .
CCCCCn1c(CNC(=O)CC)nc2ccccc21 | -2% | -6% | 0% | ? | 1% | -7% | 0% | 16% | -10% | -4% | -2%
O=C1/C(=C/c2ccc(F)cc2)SC(=S)N1CCCC(=O)N1CCCCC1CCO (configuration not stated) | 8% | -65% | -6% | -2 | -25% | -5% | . | ? | 2% | -10% | .
CCCCOC(=O)c1ccc(OC(=O)c2cccnc2)cc1 | 26% | 39% | ? | 9 | 1% | -1% | 0% | 1% | -3% | 9% | 17%

Quoted from the results shown (3 entries):
SMILES | p53 reactivation | BRCA1 expr act | FLuc modulator | Giardia kill | NPC1 promoter act | Rab9 prom act | PKM2 activator | VP16 counter | RORg inh | ELG1 genotoxic | Menin-MLL TR inh
CCCCCn1c(CNC(=O)CC)nc2ccccc21 | -2% | -6% | 0% | ? | 1% | -7% | 0% | 16% | -10% | -4% | -2%
O=C1/C(=C/c2ccc(F)cc2)SC(=S)N1CCCC(=O)N1CCCCC1CCO (configuration not stated) | 8% | -65% | -6% | -2 | -25% | -5% | . | ? | 2% | -10% | .
CCCCOC(=O)c1ccc(OC(=O)c2cccnc2)cc1 | 26% | 39% | ? | 9 | 1% | -1% | 0% | 1% | -3% | 9% | 17%

(listing goes on)
SMILES | p53 reactivation | BRCA1 expr act | FLuc modulator | Giardia kill | NPC1 promoter act | Rab9 prom act | PKM2 activator | VP16 counter | RORg inh | ELG1 genotoxic | Menin-MLL TR inh
Clc1cccc(NCc2nnc(SCc3ccccc3)o2)c1 | 3% | 15% | -2% | 6 | 9% | 11% | -9% | 18% | 40% | -1% | 7%
O=C(CNS(=O)(=O)c1cccs1)NCCc1ccc(Cl)cc1 | -4% | -11% | 3% | -9 | -6% | -1% | 1% | 6% | 8% | -3% | 11%
Fc1cccc(Cl)c1/C=N/Nc1ccccn1 | 9% | -55% | -6% | -10 | 12% | 0% | -2% | -10% | ? | 13% | 6%
CCCc1c(C(=O)N/N=C/c2ccc(C)s2)nnn1-c1nonc1N | -2% | -3% | -4% | -21 | 1% | -4% | . | 2.8µM* | 1µM* | 1% | 0%
COC(=O)c1cccc(NC(=O)c2ccc3c(c2)C(=O)N(Cc2cccnc2)C3=O)c1C | -3% | -3% | -2% | 6 | 2% | 0% | 9% | 5% | 0% | -8% | .
O=C(NC1=NCCS1)c1csc2ccccc12 | ? | 53% | -27%[2.3 µM] | -20 | 2.2µM* | 1.6µM* | -22% | ? | 7.9µM* | ? | 2%
COc1ccccc1NC(=O)c1c[nH]c2ccccc12 | 21% | 31% | 21µM* | 3 | ? | 26% | . | 9% | 35% | ? | 43%[activator]
O=C(CN1C(=O)S/C(=C\c2cc(Cl)c(O)c(Cl)c2)C1=O)Nc1ccccc1 | -6% | -28% | ? | -14 | 1% | -2% | -8% | 1% | 4%[1.91 µM] | -9% | ?
Cc1ccc(C)c(Nc2c(F)c(F)c(F)c(F)c2C(=O)O)c1 | 2% | 0% | 15µM* | 9 | 0% | -2% | 0% | -5% | 2% | 5% | ?
COCc1[nH][nH]c(=O)c1C=Nc1ccccc1 | -2% | -16% | 2% | -14 | -1% | 1% | -5% | -9% | 6% | 5% | 9%
CC(=O)Oc1oc(-c2ccccc2)nc1/C=N/c1ccccn1 | 14% | ? | 21µM* | 11 | 17% | 25% | -5% | -5% | -2% | ? | -12%
CCCCC(=O)NC(c1ccco1)c1cc(Cl)c2cccnc2c1O (configuration not stated) | 1% | -90%[inhibitor] | 0% | 15 | -1% | -3% | -9% | 0% | 0% | 0% | 3%
N/C(=N\O)C1COc2ccccc2O1 (configuration not stated) | ? | 8% | -1% | -10 | -7% | -3% | -6% | -11% | 3% | 6% | 16%
Cc1c(C2Nc3ccccc3C(=O)N2O)cnn1C (configuration not stated) | -3% | -21% | 0% | -9 | -8% | -1% | 4% | 25% | -6% | 0% | 3%
O=C(O)CCNC(=O)c1ccc(NC(=O)C(c2ccccc2)c2ccccc2)cc1 | 2% | 5% | -10% | ? | -3% | -1% | . | -3% | 2% | 3% | 26%
Nc1ncnc2nc(SCCC(=O)O)[nH]c12 | 2% | -8% | -1% | 22 | -3% | -3% | 0% | 3% | 28% | 2% | .
COc1ccc(Cc2n[nH]c(=S)o2)cc1 | -1% | 5% | -2% | 10 | -7% | 4% | 3% | -2% | 9% | 0% | -21%
O=c1[nH]c(CSc2nnc(-c3ccccc3)n2-c2ccccc2)nc2ccccc12 | 4% | 3% | 2% | -11 | -4% | -2% | -3% | -2% | 25% | -19% | 0%
CCCCOc1ccc(N=Cc2ccc[nH]2)cc1 | 4% | 4% | 3.8µM* | -18 | 1% | 16% | 2% | -9% | 23%[1.91 µM] | 5% | -1%
Cc1ccc2cc(CN(c3ccccc3)S(=O)(=O)c3ccccc3)c(=O)[nH]c2c1 | 2% | 0% | -16% | -20 | 0% | 1% | -4% | -18% | 11% | 1% | .
Cc1nc2sc(C(c3cccs3)N3CCN(Cc4ccccc4)CC3)c(O)n2n1 (configuration not stated) | -3% | 15% | -2% | 2 | -5% | -1% | 5% | 9% | -30% | -1% | -14%
Cc1ccccc1-c1cc(C(=O)NCC2CC2)n(CC2CC(c3cccnc3)=NO2)n1 (configuration not stated) | -9% | -3% | -2% | -10 | 0% | -2% | . | . | . | 0% | .
Cc1ccc(C)c(NC(=O)C(Sc2nnc(-c3cccs3)o2)c2ccccc2)c1 (configuration not stated) | ? | 15% | 0% | 26 | 1% | 3% | 23% | ? | ? | 3% | ?
COc1cccc(CNC(=O)Cn2nc(C)c3c(C)n(-c4ccc(C)cc4)nc3c2=O)c1OC | -8% | -18% | -1% | -1 | -5% | -5% | . | -10% | 25% | -6% | -17%
Cc1cc(C)nc(SCC(=O)NNS(=O)(=O)c2ccc(C#N)cc2)n1 | 9% | -2% | -1% | -1 | -2% | -1% | . | . | . | 0% | .
O=c1cccccc1NN=C1CCCCC1 | ? | 14% | 12µM* | -23 | 12% | 10% | -2% | 16% | 13% | 17% | .
O=C(Nc1ccc(-c2nc3ccccc3o2)cc1)c1cc(-n2cnnc2)ccc1Cl | 8% | -56% | ? | -15 | -2% | -3% | 22% | ? | ? | 0% | 68%[activator]
